M. tuberculosis HTS = M. tuberculosis growth inhibition, HTS (AID 449762). M. tuberculosis H37Rv growth inhibition, 7H9 media; higher % means a stronger effect. inhibition, % at 25 µM, or IC50 in µM where a hit was titrated. 0.59% of 330,000 active; in the data active means a potency from the dose series; inconclusive means inhibition above about 70% without an active follow-up result;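 further: bacterial growth assessed after seven days of incubation; strong numbers were not always called active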
H1N1 NS1A inhibition = H1N1 influenza NS1A inhibitors, functional cell based assay (AID 504329) | one-dose inhibition, % at 12.5 µM; IC50 in µM for titrated hits | NS1A functional cell-based assay, percent inhibition; higher % means a stronger effect | 0.3% of 340,000 active; in the data active means a potency from the dose series; inconclusive means inhibition above about 27% without an active follow-up result; further: strong numbers were not always called active
inhibitors of VEEV = inhibitors of VEEV TC-83 cytopathic effect, confirmation, Vero cells (AID 588727); Vero cells, VEEV TC-83 cytopathic effect inhibition; higher % means a stronger effect; inhibition, % at 20 µM, or IC50 in µM where a hit was titrated; 0.13% of 350,000 active; in the data active means a potency from the dose series; inconclusive means inhibition mostly from about 14% at the one dose, without a potency; inactive means the rest, 99 in 100 with inhibition below about 12%; further: strong numbers were not always called active
M. tuberculosis = growth inhibition of non-replicating M. tuberculosis (AID 488890); Mycobacterium tuberculosis non-replicating, growth inhibition; higher % means a stronger effect; one-dose inhibition, % at 25 µM; IC50 in µM for titrated hits; 0.39% of 320,000 active; in the data active means a potency from the dose series; inconclusive means inhibition mostly from about 82% at the one dose, without a potency; inactive means the rest, 99 in 100 with inhibition below about 76%;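 further: plate controls were DMSO cells for no effect and high antibiotic wells for full effect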
PhoP GFP inhibition = PhoP regulon inhibitors, Salmonella typhi PhoP promoter GFP reporter, confirmatory (AID 1850). Salmonella Typhi PhoP-promoter GFP reporter, fluorescence, 4 h; higher % means a stronger effect. 0.33% of 310,000 active. inhibition, % at 50 µM; hits with a dose series show IC50 in µM; in the data active means a potency from the dose series; inconclusive means inhibition mostly from about 25% at the one dose, without a potency; inactive means the rest, 99 in 100 with inhibition below about 19%;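 further: 0% = induced wells with vehicle and 100% = uninduced wells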
inhibitors of VEEV 10K pilot screen = also measured in inhibitors of VEEV; calls as there; inhibition, %; measured here: 10K pilot screen inhibition
* hit, by the source's call; i = inactive; ? = inconclusive; . = no result given. This is a random part of the collection; about 1.6% have a hit in one of these screens.

Start of the data: the first 4 compounds, to show the layout:
SMILES	M. tuberculosis HTS	H1N1 NS1A inhibition	inhibitors of VEEV	M. tuberculosis	PhoP GFP inhibition	others
Cc1cccc(OCC(=O)Nc2cc(NC(=O)COc3cccc(C)c3)cc(C(=O)O)c2)c1	12.8%	-21.5%	1.0%	16.2%	-2.4%
COc1ccccc1C(=O)NCC(=O)N/N=C/c1ccncc1	-0.1%	7.5%	0.9%	-45.6%	-7.3%
CC(C)(C)OC(=O)N1CCC(NC(=O)c2nc[nH]c2C(=O)NC2CCN(C(=O)OC(C)(C)C)CC2)CC1	5.7%	12.2%	1.0%	67.7%	.
COc1ccc(/C=C/C(=O)OCC(=O)Nc2cc(S(=O)(=O)N(C)C)ccc2Cl)cc1	3.6%	-5.7%	1.1%	-1.0%	16.8%

Results (from the top)
SMILES	M. tuberculosis HTS	H1N1 NS1A inhibition	inhibitors of VEEV	M. tuberculosis	PhoP GFP inhibition	others
Cc1cccc(OCC(=O)Nc2cc(NC(=O)COc3cccc(C)c3)cc(C(=O)O)c2)c1	12.8%	-21.5%	1.0%	16.2%	-2.4%
COc1ccccc1C(=O)NCC(=O)N/N=C/c1ccncc1	-0.1%	7.5%	0.9%	-45.6%	-7.3%
CC(C)(C)OC(=O)N1CCC(NC(=O)c2nc[nH]c2C(=O)NC2CCN(C(=O)OC(C)(C)C)CC2)CC1	5.7%	12.2%	1.0%	67.7%	.
COc1ccc(/C=C/C(=O)OCC(=O)Nc2cc(S(=O)(=O)N(C)C)ccc2Cl)cc1	3.6%	-5.7%	1.1%	-1.0%	16.8%
COc1ccc(/C=C/C(=O)OCC(=O)Nc2cc(C(F)(F)F)ccc2Cl)cc1	-0.8%	2.3%	i	-10.9%	5.1%
C/C(CCc1ccc2c(c1)OCO2)=N\NC(=O)c1ccccc1Cl	1.9%	-1.1%	1.0%	-11.8%	-1.8%
Fc1ccccc1OCCCCCCN1CCCC1	7.0%	-4.4%	i	22.9%	5.3%
COc1cccc(C2Nc3cccc4cccc(c34)N2)c1	-1.8%	-3.5%	0.4%	17.2%	-2.1%
Cc1ccc(NC(=O)CN(C)CC(=O)N(C)Cc2ccccc2)cc1	-8.7%	-3.1%	0.5%	2.1%	.
Cc1cc(C)cc(NC(=O)Nc2cnccn2)c1	2.2%	-8.1%	i	9.2%	-10.5%
CCc1ccc(N2CC(C(=O)N/N=C/c3cccc([N+](=O)[O-])c3)CC2=O)cc1 (stereo unspecified)	12.8%	1.3%	0.5%	2.7%	-13.7%
COC(=O)c1sc2ncccc2c1OCc1ccc(Cl)cc1	5.7%	-7.8%	6.7%	2.1%	0.1%
COc1ccc(NC(=O)c2cc([N+](=O)[O-])ccc2NC(=O)CNC2CCCCC2C)c(OC)c1 (stereo unspecified)	3.6%	-6.0%	3.7%	3.9%	2.4%
COc1ccccc1C(=O)NCCC(=O)N(C)CC(=O)Nc1ccc(Cl)cc1	-10.2%	-3.7%	2.1%	-17.2%	4.9%
C=CCn1c(SCc2ccc(C#N)cc2)nnc1-c1ccc(C)cc1	7.0%	-4.0%	1.7%	47.4%	-9.6%
C=CCNC(=S)NNC(=O)CCC(O)CCCCC (stereo unspecified)	-7.4%	2.3%	0.1%	-9.0%	-2.2%
COc1ccccc1/C=C/C(=O)OCC(=O)c1c(N)n(C)c(=O)n(C)c1=O	4.8%	0.1%	0.6%	-17.7%	-2.0%
C=CCn1c(N)c(C(=O)NC2CCCCC2)sc1=S	-0.8%	-4.4%	0.4%	14.3%	2.0%
C=CCNC(=O)CCCOc1ccc(C)cc1	-2.5%	-4.9%	1.6%	58.6%	3.0%
COCCN(CCOC)c1nc(-c2ccccc2)nc2ccccc12	7.6%	-26.9%	5.7%	8.0%	-2.9%
O=C(O)CSc1c[nH]c2ccccc12	7.2%	9.7%	0.5%	-17.8%	1.8%
CC1=CC=CN2C1=NC(=O)CC2(C)C(=O)N(CC(=O)NC1CCCC1)c1ccccc1C (stereo unspecified)	4.8%	0.5%	0.3%	6.7%	-1.5%
COc1ccc(S(=O)(=O)N2CCOCC2)cc1NC(=O)CCc1c[nH]c2ccccc12	-0.2%	3.4%	7.3%	-5.8%	-13.7%
COC(=O)CSC1=NS(=O)(=O)c2ccccc21	-13.9%	-5.3%	5.6%	35.9%	-2.6%
CC(C)Sc1nnc2n(CCc3ccccc3)c(=O)c3c4c(sc3n12)COC(C)(C)C4	8.4%	.	.	21.3%	-13.7%
SMILES	M. tuberculosis HTS	H1N1 NS1A inhibition	inhibitors of VEEV	M. tuberculosis	PhoP GFP inhibition	others
O=C(CN1CCN(c2cccc(Cl)c2)CC1)NCc1ccccc1	-3.8%	1.7%	0.5%	52.2%	0.6%
CC(C)(C)N(NC(=O)Nc1ccccc1)C(=O)c1ccccc1	6.9%	1.4%	0.3%	-4.2%	-3.1%
Cc1ccc2c(c1)N(CCCC(=O)NCCC1=CCCCC1)C(=O)CO2	-2.2%	-6.8%	i	3.3%	1.9%
Nc1nc(Cl)nc2c1ncn2C1OCC(O)C(O)C1O (stereo unspecified)	.	8.1%	0.5%	.	.
Cc1c2c(n3c(nc4ccccc43)c1C#N)N(CCN(C)C)CC2	2.7%	7.4%	1.3%	-11.3%	11.6%
COCc1ccc(C(=O)Nc2ccc(C(=O)O)cc2)o1	-2.9%	-30.7%	3.9%	27.0%	23.4%
Cc1cc2[nH]c(=O)c(=O)[nH]c2cc1S(=O)(=O)N1CCN(c2cccc(Cl)c2)CC1	-6.0%	6.2%	4.2%	21.9%	-10.5%
CCOc1ccc(NC(=S)N(CCc2c(C)[nH]c3ccc(C)cc23)Cc2ccncc2)cc1	43.9%	-27.2%	7.2%	.	-4.1%
CC(c1ccon1)N(C)Cc1cn(C)nc1-c1ccc2c(c1)OCCO2 (stereo unspecified)	0.6%	4.4%	0.1%	1.6%	5.4%
O=C(COC(=O)Cc1c(F)cccc1Cl)Nc1ccc2[nH]c(=O)[nH]c2c1	1.3%	-6.3%	0.3%	-3.6%	.
CC1=CC(=NOC(=O)c2cccc([N+](=O)[O-])c2)C=C(C)C1=O	-2.3%	4.1%	7.1%	-1.3%	8.8%
CCC(=O)N1CCc2cc(S(=O)(=O)NCCN3CCC(C)CC3)ccc21	-4.3%	0.1%	1.0%	-4.7%	5.7%
CS(=O)(=O)N1N=C(c2ccc(Cl)cc2)CC1c1cccs1 (stereo unspecified)	-8.3%	-1.7%	i	6.0%	7.8%
CCOC(=O)c1sc(S(C)(=O)=O)c2c1CCc1conc1-2	-5.3%	.	0.9%	-5.5%	2.7%
CC(=O)N1c2ccc(S(=O)(=O)NCCC(=O)Nc3ccccc3C)cc2CC1C (stereo unspecified)	2.0%	5.8%	i	-16.3%	-9.4%
CC(=O)NC(CCS(C)(=O)=O)C(=O)Nc1nccs1 (stereo unspecified)	-4.6%	0.9%	i	-7.8%	10.3%
COc1ccccc1-c1sc2cc3c(cc2c1-c1ccc2c(c1)OCO2)OCO3	2.8%	5.7%	0.4%	37.7%	.	inhibitors of VEEV 10K pilot screen=1.4
O=C(CNC(=O)c1ccc(Cl)cc1Cl)NCc1ccccn1	1.3%	0.2%	0.5%	-9.8%	.
COC(=O)c1sccc1NC(=O)CN(C)NS(=O)(=O)c1ccc([N+](=O)[O-])cc1	-4.4%	0.7%	8.1%	41.8%	-8.5%
O=C(CCCC(=O)N(CC(=O)NC1CCCC1)Cc1ccccc1)Nc1ccccn1	-8.6%	7.5%	0.3%	-0.2%	7.9%
COC(=O)c1ccc(Oc2c(C(F)(F)F)oc3c(CN4CCN(C)CC4)c(O)ccc3c2=O)cc1	0.3%	6.4%	2.0%	33.1%	-0.1%	inhibitors of VEEV 10K pilot screen=1.4
CC(C)NC(=O)N(C)C[C@H]1Oc2ccc(NS(=O)(=O)c3cn(C)cn3)cc2C(=O)N([C@H](C)CO)C[C@@H]1C	-0.5%	-1.5%	i	-4.4%	.
CN(C)c1ccnc(-n2cccc2/C=N/OCc2cccc(F)c2)c1C#N	-1.0%	0.6%	1.6%	1.6%	-0.7%
COc1ccc(Cn2nnnc2C(c2cc3ccc(OC)cc3[nH]c2=O)N2CCCCCC2)cc1 (stereo unspecified)	-2.4%	-3.9%	2.2%	2.7%	9.2%
O=C(CNC(=O)c1ccc(Br)o1)NNC(=O)c1cccc(Cl)c1	33.6%	7.4%	2.1%	10.6%	-4.4%
SMILES	M. tuberculosis HTS	H1N1 NS1A inhibition	inhibitors of VEEV	M. tuberculosis	PhoP GFP inhibition	others
NC(=O)c1cnccn1	4.7%	1.6%	0.7%	-6.8%	5.2%
COc1ccc(C(=O)NCCS(=O)(=O)NCc2ccccc2OC)cc1	-8.2%	-13.6%	1.0%	16.1%	-0.5%
CCOc1ccc(NC(=O)Cc2c(C(=O)O)n(C)c3ccccc23)cc1	0.6%	-17.0%	2.8%	-14.4%	7.0%
CCN(CC)CCCNC(=O)c1cn(C)c(=O)c2c1c1ccccc1n2C	5.2%	-9.7%	1.7%	-9.2%	0.8%
O=C(NNS(=O)(=O)c1ccc(F)cc1)c1ccc([N+](=O)[O-])cc1Cl	5.8%	1.6%	0.2%	-15.7%	-3.4%
CC(C)S(=O)(=O)c1cnc(N2CCOCC2)nc1N	-15.2%	-0.1%	0.3%	-12.8%	2.6%
CC1CN(C)C(C)c2c1oc1ccc([N+](=O)[O-])cc21 (stereo unspecified)	3.0%	1.7%	2.6%	20.2%	16.7%
COc1ccc(CNc2ccc([N+](=O)[O-])cc2C)cc1	7.0%	-3.0%	i	31.0%	8.1%
Cn1c(COc2ccc(Cl)cc2)nnc1SCC(=O)Nc1ccc2c(c1)CCC2	58.3%	-4.1%	i	20.8%	-0.7%
COc1ccccc1OCC(O)CN1C(=O)NC(C)(C)C1=O (stereo unspecified)	-2.7%	-9.5%	i	-10.8%	0.1%
Cn1c(=O)oc2cc(S(=O)(=O)N3CCCC(C(=O)NCc4cccs4)C3)ccc21 (stereo unspecified)	-7.4%	-6.5%	i	.	6.6%
CC1(C)Cc2ccccc2-c2nc3n(c(=O)c21)CCS3	-1.2%	1.8%	0.1%	-6.1%	-0.1%
CCCOC(=O)/C(=C\C=C\c1ccco1)NC(=O)c1ccccc1	13.9%	4.0%	8.2%	1.9%	3.6%
CCS(=O)(=O)N1CCC(C(=O)NC2CCCCCCC2)CC1	-6.7%	4.3%	1.2%	-4.8%	0.5%
COc1ccc(/C=C/c2cc(-c3ccc(C)cc3)o[n+]2C)cc1	?	6.2%	i	4.7µM*	37.2µM*
CN(C)/C(=N\S(=O)(=O)c1ccc(Br)cc1)c1ccccc1	2.5%	-6.1%	i	-50.5%	1.3%
COc1ccc(C(=O)N/N=c2\oc3ccccc3cc2C(N)=O)cc1	-0.2%	3.5%	8.2%	73.5%	4.0%
CCCN1CCN(CCCNC(=O)c2cc3c(s2)-c2ccccc2OC3)CC1	2.6%	-13.1%	50.6%	-2.0%	5.6%
COc1ccccc1C(=O)NC1CCN(C(=O)Nc2ccc(C)cc2)CC1	-1.6%	6.2%	2.0%	-9.6%	11.8%
CSC1=N/C(=C/c2ccc(-n3cncn3)cc2)C(=O)N1	-6.6%	18.2%	i	17.9%	4.7%

Fetched one by one from the list above, six records:
SMILES	M. tuberculosis HTS	H1N1 NS1A inhibition	inhibitors of VEEV	M. tuberculosis	PhoP GFP inhibition	others
Fc1ccccc1OCCCCCCN1CCCC1	7.0%	-4.4%	i	22.9%	5.3%
CC(=O)N1c2ccc(S(=O)(=O)NCCC(=O)Nc3ccccc3C)cc2CC1C (stereo unspecified)	2.0%	5.8%	i	-16.3%	-9.4%
O=C(CNC(=O)c1ccc(Cl)cc1Cl)NCc1ccccn1	1.3%	0.2%	0.5%	-9.8%	.
CC(c1ccon1)N(C)Cc1cn(C)nc1-c1ccc2c(c1)OCCO2 (stereo unspecified)	0.6%	4.4%	0.1%	1.6%	5.4%
COc1ccc(/C=C/C(=O)OCC(=O)Nc2cc(S(=O)(=O)N(C)C)ccc2Cl)cc1	3.6%	-5.7%	1.1%	-1.0%	16.8%
COc1ccccc1OCC(O)CN1C(=O)NC(C)(C)C1=O (stereo unspecified)	-2.7%	-9.5%	i	-10.8%	0.1%

Source: PubChem
